# Compound activity: PubChem BioAssay, National Center for Advancing Translational Sciences (NCATS)
# D2 antagonist = HTS Assay for Allosteric Antagonists of the Human D2 Dopamine Receptor: Primary Screen for Antagonists; D(2) dopamine receptor (Homo sapiens), P14416; HEK293 TREx D2 cells, calcium flux, dopamine EC80; inhibition, % at 10 µM; 340,000 compounds, 2% hits; in the data active means inhibition above about 30%; further: 0% is about no effect
#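 Compounds are added to dye-loaded, induced HEK293 T-REx cells coupled to calcium release via D2; after a 3 min kinetic read an EC80 dopamine stimulus is given and fluorescence is recorded for 3 more min.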
# TRHR PAM = qHTS for Small Molecule Agonists and Allosteric Enhancers of Human TRH Receptor: Primary Screen for Enhancers; 360,000 compounds, 0.66% hits; AID 493056, 2011; TRHR cells, fluo-8 calcium fluorescence, EC20 TRH enhancement; Thyrotropin-releasing hormone receptor (Homo sapiens), P34981; enhancement, % at 2 µM; in the data active means enhancement above about 30%; further: 0% is about no effect
# Target sequence (P34981 whole entry, looked up): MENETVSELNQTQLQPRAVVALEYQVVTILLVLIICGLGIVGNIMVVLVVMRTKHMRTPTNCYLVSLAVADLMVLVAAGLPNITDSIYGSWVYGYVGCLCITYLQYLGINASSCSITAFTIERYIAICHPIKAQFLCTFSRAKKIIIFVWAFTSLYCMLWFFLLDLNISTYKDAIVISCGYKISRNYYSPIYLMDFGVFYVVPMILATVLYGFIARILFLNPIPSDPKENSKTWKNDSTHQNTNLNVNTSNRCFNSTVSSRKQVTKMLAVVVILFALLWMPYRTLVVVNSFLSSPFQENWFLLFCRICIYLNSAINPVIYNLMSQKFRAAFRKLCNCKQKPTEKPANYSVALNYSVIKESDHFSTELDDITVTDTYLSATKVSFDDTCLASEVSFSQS
#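 Enhancer read-out: after compound pinning and an initial kinetic agonist-mode read, an EC20 of TRH (10 nM final) was injected and fluo-8 calcium signal (Ex 480/Em 530) followed at 1 s/cycle for 100 cycles in TRHR-expressing cells.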
# D2 PAM = HTS Assay for Positive Allosteric Modulators of the Human D2 Dopamine Receptor: Primary Screen for Potentiators | D(2) dopamine receptor (Homo sapiens), P14416 | potentiation, % at 10 µM | HEK293 T-REx D2, calcium flux, EC20 dopamine potentiation | 340,000 compounds, 0.34% hits;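 active means potentiation over 3 SD above the plate norm, cut at about 30% in these data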; further: 0% is about no effect
#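 Tetracycline-induced Hek293 Trex D2 cells, force-coupled to calcium, loaded with no-wash calcium dye. Compound added with 180 s kinetic read for agonism, then EC20 dopamine and a further 180 s read for potentiation.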
# RXFP1 antagonist = qHTS Assay for Antagonists of the Relaxin Receptor RXFP1; AID 1259400, 2018; Relaxin receptor 1 (Homo sapiens), Q9HBX9; HEK293-RXFP1, relaxin-stimulated cAMP HTRF, 30 min; active compounds read low; 350,000 compounds, 0.59% hits; activity change, negative = inhibition, % at 57.5 µM;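 active means activity change of -60% or lower, but not beyond a set lower limit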; further: on the % scale 0 is the no-effect control and ±100 the full control effect
# TRHR ag = qHTS for Small Molecule Agonists and Allosteric Enhancers of Human TRH Receptor: Primary Screen for Agonists. TRHR cells, calcium flux fluo-8, FDSS agonist mode. 360,000 compounds, 0.18% hits. activation, % at 2 µM. AID 493084, 2011. Thyrotropin-releasing hormone receptor (Homo sapiens), P34981; further: 0% is about no effect
#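 TRHR-expressing cells loaded with fluo-8 calcium dye; 23 nL library compound pin-transferred, kinetic FDSS fluorescence (Ex 480/Em 530) recorded about 180 s for agonist-induced calcium release, before a 10 nM TRH EC20 addition for potentiator mode.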
# D1 potentiator = Potentiators of Human D1 Dopamine Receptor: qHTS | D(1A) dopamine receptor (Homo sapiens), P21728 | HEK293 TREx D1 cells, calcium flux, dopamine EC20 potentiation | potentiation, % at 10 µM | 360,000 compounds, 0.036% hits | AID 504651, 2011; in the data active means potentiation above about 30%; further: 0% is about no effect
# Target sequence (P21728 whole entry, looked up): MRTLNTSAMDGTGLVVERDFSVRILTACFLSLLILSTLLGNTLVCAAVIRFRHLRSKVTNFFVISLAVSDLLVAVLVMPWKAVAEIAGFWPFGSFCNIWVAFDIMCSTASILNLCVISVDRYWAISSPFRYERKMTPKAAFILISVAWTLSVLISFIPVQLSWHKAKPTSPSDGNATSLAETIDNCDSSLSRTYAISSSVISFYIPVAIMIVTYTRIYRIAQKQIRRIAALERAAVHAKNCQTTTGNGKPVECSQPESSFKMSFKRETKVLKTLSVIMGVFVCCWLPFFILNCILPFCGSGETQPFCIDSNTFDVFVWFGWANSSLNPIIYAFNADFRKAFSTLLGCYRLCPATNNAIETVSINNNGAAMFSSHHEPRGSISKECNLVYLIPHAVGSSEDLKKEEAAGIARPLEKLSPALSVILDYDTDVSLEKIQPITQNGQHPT
# D1 agonist = Allosteric Agonists of the Human D1 Dopamine Receptor: qHTS | D(1A) dopamine receptor (Homo sapiens), P21728 | activation, % at 2 µM | 360,000 compounds, 1% hits | HEK293 T-REx D1 cells, calcium flux, agonist mode; further: 0% is about no effect
#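 Agonism was scored from calcium flux recorded over 180 s (1 read/s) after pintool compound addition, following a 10-cycle baseline. Cells were inducible force-coupled HEK293 TREx D1, plated overnight at 30 C and loaded with no-wash calcium dye.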
# D2 agonist = HTS Assay for Allosteric Agonists of the Human D2 Dopamine Receptor: Primary Screen for Agonists; D(2) dopamine receptor (Homo sapiens), P14416; HEK293 T-REx D2 cells, calcium flux agonist mode; activation, % at 2 µM; 340,000 compounds, 0.53% hits;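 active means activation over 3 SD above normal in the single-dose calcium agonist read, cut at about 30% in these data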; further: 0% is about no effect
#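 Tetracycline-induced HEK293 T-REx cells with force-coupled D2 receptor, plated overnight at 30 C, loaded with no-wash calcium dye. After a 10 s baseline, compound was pin-added and calcium flux read kinetically for 180 s; calcium rises flagged agonists.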
# D1 antagonist = Antagonist of Human D 1 Dopamine Receptor: qHTS. HEK293 TREx D1 cells, calcium flux, dopamine EC80; active compounds read low. activity change, negative = inhibition, % at 10 µM. 360,000 compounds, 3.2% hits; in the data active means activity change below about -30%; further: on the % scale 0 is the no-effect control and ±100 the full control effect
#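 Tetracycline-induced HEK293 T-REx cells with force-coupled D1 receptor were loaded with a no-wash calcium dye. Compound was added after a 10 s baseline and read kinetically for 180 s; EC80 dopamine was then added and calcium flux followed another 180 s.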
# * marks the source's active call; other numbers are inactive results; x = not tested or not shown. Unless noted, no stated cut-off is given here; in the data, active means activation above about 30%; inactive means the rest.
molecule | D1 agonist | TRHR PAM | RXFP1 antagonist | D2 agonist | D2 antagonist | D1 antagonist | D1 potentiator | TRHR ag | D2 PAM
CCN(CC)S(=O)(=O)c1ccc(C(=O)NC(C)(C)C)cc1 | -1 | 6 | 16 | -0.3 | -7 | 10 | 6 | -0.4 | -3
CCc1cc2c(=O)c(-c3cscn3)coc2cc1O | 0 | -4 | -11 | -0.1 | -5 | 10 | 0 | 0.2 | 1
COc1ccccc1N(C(=O)c1snc(C(N)=O)c1N)C(C(=O)NC1CCCC1)c1ccco1 (configuration not stated) | 1 | -10 | 7 | -0.4 | -2 | 3 | 5 | 0.2 | 5
CCOC(=O)C1CCN(C(=O)c2sc3nc(-c4ccc(F)cc4)cn3c2C)CC1 | 2 | 0 | -1 | 0.0 | 21 | -5 | -3 | -0.6 | -13
FC(F)(F)c1cccc(-c2ccn3ncnc3n2)c1 | 1 | 17 | 8 | -0.4 | 6 | 8 | 1 | -0.4 | 3
CC(=O)c1cccc(S(=O)(=O)N2CCC(C(=O)OC3CCOC3=O)CC2)c1 (configuration not stated) | 1 | -9 | 0 | 0.9 | 43* | 6 | -4 | 0.2 | 11
O=C(NCCC1=CCCCC1)C1CCN(S(=O)(=O)N2CCOCC2)CC1 | 1 | 4 | -14 | -0.2 | 1 | -6 | -8 | 0.4 | -4
Cc1ccc(C)c(N2CCN(c3ccc([N+](=O)[O-])cn3)CC2)c1 | 2 | -13 | -1 | -0.5 | 12 | -14 | 4 | 0.3 | -5
CCCN(CC(=O)Nc1ccccc1C)C(=O)C1CC(=O)N(c2ccc(CC)cc2)C1 (configuration not stated) | 0 | 2 | -3 | 0.3 | -3 | -7 | 2 | -0.4 | -11
CN1CCCC(OC(=O)c2cc(F)c(F)c(F)c2F)C1 (configuration not stated) | 3 | 9 | -9 | x | x | 0 | -4 | 1.0 | x
O=C(O)c1ccc(Cl)c(NC(=S)NC(=O)c2ccccc2[N+](=O)[O-])c1 | -2 | 1 | 8 | 0.0 | 5 | -4 | 0 | 0.1 | -7
CCC(C)NC(=O)C1CCN(S(=O)(=O)c2ccc(-n3cnnn3)cc2)CC1 (configuration not stated) | 2 | -9 | -7 | -0.3 | 5 | 1 | -4 | 0.3 | 1
COc1ccccc1C(CNC(=O)c1ccc(NS(=O)(=O)c2ccc3c(c2)OCCO3)cc1)N(C)C (configuration not stated) | 5 | 2 | -2 | -0.4 | -13 | -9 | -2 | -0.7 | 12
COc1ccc(-c2nn3c(=O)cc(CN4CCN(C(=O)Nc5ccc(C)c(Cl)c5)CC4)nc3s2)cc1 | -1 | 3 | x | x | x | -14 | -3 | 0.5 | 0
COC(=O)[C@@H]1CCCN1Cc1c(C(=O)N2CCCCC2)nc2c(C)cccn12 | 1 | -8 | -2 | 0.4 | 6 | -8 | 2 | 0.5 | 1
CCOc1ccc(S(=O)(=O)NCCc2sc3nc(-c4ccc(C)cc4)nn3c2C)cc1 | 16 | 6 | -11 | x | x | x | 0 | -0.7 | 3
N#Cc1nc(Cc2ccccc2)oc1N1CCN(c2cccc(Cl)c2)CC1 | 1 | 11 | -14 | -0.3 | -1 | 9 | 9 | -1.3 | -2
O=C(c1ccccc1F)N1CCN(c2ccc([N+](=O)[O-])cc2-n2cccc2)CC1 | 2 | -2 | x | 18 | -11 | -9 | 0 | 0.4 | -7
Cn1c2c(c(=O)n(C)c1=O)C(C(F)(F)F)(C(F)(F)F)N=C(CCC1CCCCC1)N2 | 18 | -4 | -65* | 3.5 | 10 | -52* | -8 | 1.6 | -3
COc1ccc(Cn2c(=O)[nH]c3cc(C(=O)NCCCN4CCCCC4)ccc3c2=O)cc1 | 2 | 0 | 2 | -0.1 | -19 | 11 | -3 | 0.2 | -4
CSCSC1=C(C#N)C(c2ccccc2Cl)C(C(C)=O)=C(C)N1 (configuration not stated) | 2 | -9 | 18 | -1.0 | 10 | -1 | -6 | -0.2 | -10
O=C(COC(=O)c1cc(-c2ccncc2)nc2ccccc12)Nc1ccc2c(c1)OCO2 | 0 | -11 | x | 0.6 | 0 | 7 | -5 | 1.5 | -5
O=C(NCc1ccc2c(c1)OCO2)c1ccc(Cl)nc1 | 4 | 3 | -6 | -0.1 | -15 | -6 | 0 | 0.7 | -11
COc1ccc(C(=O)Nc2ccccc2C(=O)NC(Cc2c[nH]c3ccccc23)C(=O)O)cc1 (configuration not stated) | 0 | -11 | -12 | x | x | -17 | -1 | 0.4 | x
CCN(CC)CCNS(=O)(=O)c1ccc(OC)c(Br)c1 | 2 | 4 | -1 | 0.3 | 8 | 5 | 0 | 0.2 | 1
COCCCNC(=O)NC(CCC(C)C)c1c(-n2cccc2)sc2c1CCN(C)C2 (configuration not stated) | 1 | 8 | -11 | 0.6 | x | -2 | -2 | 1.3 | -7
CCN(C(=O)c1cc(Cl)ccc1OC)c1ccccc1C | 1 | 2 | -16 | -0.2 | -15 | 14 | -6 | -0.3 | -1
CCCn1nnnc1SCC(=O)NCc1ccc2c(c1)OCO2 | 0 | -7 | 5 | -0.9 | 5 | -4 | -5 | 0.1 | -8
COc1ccc(C(=O)NCC(=O)Nc2ccccc2)cc1OC | 1 | 1 | 7 | -0.2 | 0 | 0 | -1 | -0.3 | 9
CC(OC(=O)c1ccc(Br)o1)C(=O)Nc1ccc2c(c1)OCCO2 (configuration not stated) | 2 | 5 | -5 | -0.5 | -17 | 8 | -1 | 0.1 | 0
COc1ccc(N2CCN(S(=O)(=O)c3ccc4oc(=O)ccc4c3)CC2)cc1 | 1 | -3 | -5 | 0.7 | 4 | -2 | -4 | 0.1 | -12
N#Cc1c2ccc(O)cc2n2ccccc12 | 58* | -14 | 7 | 12 | 8 | -3 | -5 | 25 | -4
O=C(NCCCN1CCOCC1)c1c(O)c2cc(Br)cc(Br)c2[nH]c1=O | 4 | -3 | -19 | 0.5 | 8 | -36* | -2 | 0.2 | 4
COc1ccccc1/C=C/C(=O)N1CCc2cc(OC)c(OC)cc2C1C (configuration not stated) | -1 | 6 | 0 | 0.3 | 6 | 0 | 0 | -1.9 | 5
C/C(=N\NC(=S)NCCc1ccccc1)c1ccc(Cl)cc1Cl | 25 | -3 | -3 | -0.5 | -17 | -7 | -6 | -1.4 | 1
O=C(CCn1nnnc1CN1CCOCC1)N1CCC(c2ccccc2Cl)C1 (configuration not stated) | 4 | -1 | -5 | 0.2 | 11 | -12 | 4 | 0.1 | -17
O=S(=O)(/N=C(\c1ccccc1F)N1CCCCC1)c1ccccc1 | 1 | 3 | x | -0.3 | 7 | 0 | -7 | 0.0 | 3
CCN1C(=O)[C@H]2[C@@H](c3ccc(C)cc3)N3C(=O)N(c4cccc(Cl)c4)C(=O)[C@@]3(Cc3ccccc3)[C@H]2C1=O | 11 | -4 | x | 1.6 | 7 | -5 | -2 | 0.4 | 8
COc1ccc(-n2c(=S)[nH]c3cc(C(=O)Nc4ccccc4OC)ccc3c2=O)c(OC)c1 | -1 | 29 | -19 | 0.4 | -8 | 6 | 2 | -0.3 | 16
COc1ccc(C(=O)c2ccccc2Cl)cc1 | 2 | 5 | -20 | 0.7 | 14 | 7 | -3 | -0.2 | 4
CCCCc1ccc(NC(=O)c2ccc3c(c2)CCN3S(=O)(=O)c2ccccc2)cc1 | 1 | 10 | -14 | 1.1 | x | -3 | -1 | 2.2 | -12
NS(=O)(=O)c1ccc(CNC(=O)c2cnccn2)cc1 | 1 | -13 | 12 | 0.4 | 7 | 10 | -4 | -0.1 | 2
COc1c(O)cccc1-c1nnn(CCC(=O)OCC(=O)c2ccccc2)n1 | 11 | -1 | 9 | -1.2 | 9 | -22 | -8 | -1.8 | 0
Nc1nc(CN2CCN(Cc3ccccc3)CC2)nc(Nc2ccccc2)n1 | 2 | 7 | -16 | 0.3 | -1 | -38* | 0 | 0.1 | 9
Cc1cc(S(=O)(=O)N2CCN=C2c2ccccc2)c(Cl)cc1Cl | -1 | -6 | -6 | 30* | -1 | 4 | -2 | -0.6 | -9
[O-]/C(=C(\C(=S)Nc1ccc(SC(F)F)cc1)[n+]1ccccc1)c1cc(Cl)ccc1Cl | 6 | 6 | -21 | -0.3 | 1 | -7 | -3 | 0.5 | 8
Cc1ccc(C(=O)N2CCCC(Nc3ccc(F)cc3)C2)cc1C (configuration not stated) | 8 | 2 | -5 | 0.8 | -1 | 12 | -4 | -1.1 | 27
CCOCCOc1cccc(C(=O)NC(C)c2ccc3ccccc3c2)c1 (configuration not stated) | 8 | -9 | -2 | -0.6 | -5 | 2 | -5 | -0.3 | -1
CC(NC(=O)c1ccc(N(C)C)c([N+](=O)[O-])c1)c1ccc(-n2ccnc2)cc1 (configuration not stated) | 5 | 7 | 2 | -0.6 | 19 | -4 | 6 | -0.5 | -1
Cn1cc(C(=O)N2CCN(C(=O)c3ccco3)CC2)c2c3ccccc3n(C)c2c1=O | 0 | -5 | 4 | 2.6 | -12 | 18 | -5 | 0.0 | 12
O=C(Nc1cccc2ccccc12)N1CC=CCC1 | 1 | 5 | -7 | -1.6 | 0 | 5 | 5 | -0.3 | 6
Cc1[nH]c(-c2ccc(F)cc2)cc1C(=O)N1CCN(c2ccccc2F)CC1 | 1 | 7 | -28 | 0.6 | 18 | 0 | -2 | 0.1 | 10
